Compound activity from PubChem BioAssay.
CDK5 p35 inh: inhibitors of human CDK5/p35 kinase. Q00535+Q15078. Recombinant CDK5/p35, ADP-Glo luminescence, 60 min. inhibition, % at 10 µM. 0.01% of 330,000 active;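 active = highest replicate inhibition of at least 50% and at least 75% of replicates reaching 50%; inconclusive = only one of the two criteria met; inactive = both criteria failed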;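 also: plate controls were DMSO neutral control for no effect and GW8510 at 10 µM for full effect; many of its hits are not listed in these tables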
Target sequence (Q00535 whole entry, looked up): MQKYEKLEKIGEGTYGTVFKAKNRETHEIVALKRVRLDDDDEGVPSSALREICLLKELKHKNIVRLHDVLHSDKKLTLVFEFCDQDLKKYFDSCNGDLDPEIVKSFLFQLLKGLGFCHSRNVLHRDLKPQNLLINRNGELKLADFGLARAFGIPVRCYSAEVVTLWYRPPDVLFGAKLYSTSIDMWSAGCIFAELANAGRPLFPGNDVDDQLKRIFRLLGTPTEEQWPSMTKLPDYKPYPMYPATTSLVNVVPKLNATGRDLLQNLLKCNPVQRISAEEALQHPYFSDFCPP
Target sequence (Q15078 whole entry, looked up): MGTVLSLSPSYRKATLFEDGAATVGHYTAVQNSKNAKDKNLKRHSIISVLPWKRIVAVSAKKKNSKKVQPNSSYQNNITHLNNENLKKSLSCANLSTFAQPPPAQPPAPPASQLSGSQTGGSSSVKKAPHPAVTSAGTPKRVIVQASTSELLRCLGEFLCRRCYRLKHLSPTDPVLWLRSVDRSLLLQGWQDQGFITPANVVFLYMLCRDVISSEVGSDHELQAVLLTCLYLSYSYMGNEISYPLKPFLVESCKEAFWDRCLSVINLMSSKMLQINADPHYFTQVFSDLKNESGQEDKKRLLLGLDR
Wnt act: activates Wnt/beta-catenin signaling in a reporter cell assay. activator, plate reader. activation, % at 9.35 µM. 1.2% of 300,000 active; in the data active = activation above about 30%, passing the limit was not always enough; inconclusive = no clear call, values can overlap the other calls;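 also: 0% = neutral control wells and 100% = positive control wells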
V-ATPase pHluor: regulators of yeast V-ATPase proton transport. S. cerevisiae, pHLuorin cytosolic pH fluorescence. response, % at 10 µM. 0.37% of 350,000 active; in the data active = response mostly above about 7.3%, no sharp cut-off; inactive = mostly below about 5.4%; also: actives read high; inactives centre near 0; some compounds called inactive have numbers as strong as hits
CAL PDZ FP-1: human CAL PDZ-peptide interaction inhibition | Q9HD26 | purified CAL PDZ, TMR-peptide fluorescence polarization, 1 h | inhibition, % at 20 µM | 0.02% of 330,000 active | AID 504414;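 active = highest replicate inhibition of at least 40%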;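 also: plate controls were DMSO neutral control wells for no effect and unlabeled competitor peptide control wells for full effect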
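Control set: unlabelled peptide and DMSO controls / Material: purified CerCALP PDZ construct / Timing: 1 h incubation at room temperature before polarization reading / Doses: 20 µM, one dose / Detection: fluorescence polarization (mP)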
RTF Ca sens act: increases calcium sensitivity of human cardiac regulated thin filaments; 0.24% of 340,000 active; P19429+P45379; IANBD-labeled TnC RTF fluorescence at EC20 calcium; 0% EC20 calcium, 100% full calcium; activation, % at 7.2 µM;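 active = activation above the mean over all tested compounds plus 3 SD, cut at about 30% in these data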;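 also: rise in fluorescence read as greater calcium sensitivity of cardiac thin filaments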
dFosB activator: enhances mouse delta FosB homodimer DNA binding; purified delta FosB, TAMRA-CDK5 oligo fluorescence polarization; percent of positive-control signal above neutral wells; activation, % at 25 µM; 0.99% of 340,000 active;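 active = mean activation above about 17%, with every replicate also reaching it, limit read from the data, passing the limit was not always enough; inconclusive = only one of the two conditions met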;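 also: fluorescence polarization rise as delta FosB binds a TAMRA Cdk5 AP-1 oligo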
MITF act: increases MITF-driven TRPM1 promoter luciferase signal. activation, % at 12.5 µM. AID 588334. SK-MEL-5 TRPM1-promoter luciferase, 24 h; % of positive control, neutral wells = 0. 0.75% of 300,000 active;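 active = mean activation of at least 80% with every replicate also reaching 80%; inconclusive = mean reaches 80% but some replicate falls short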;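 also: 0% = neutral control wells and 100% = parthenolide positive control wells; values of inactives mirror those of a sister screen read the other way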
Rtt109 Vps75: blocks Candida albicans Rtt109/Vps75 acetyltransferase activity; Q5AAJ8; purified Rtt109/Vps75, ThioGlo CoA-SH fluorescence, 4 h; inhibition, % at 34.9 µM; 0.16% of 330,000 active;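 active = inhibition of at least 50% in every replicate; inconclusive = best replicate reaches 50% inhibition but some replicates fall short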
Target sequence (Q5AAJ8 whole entry, looked up): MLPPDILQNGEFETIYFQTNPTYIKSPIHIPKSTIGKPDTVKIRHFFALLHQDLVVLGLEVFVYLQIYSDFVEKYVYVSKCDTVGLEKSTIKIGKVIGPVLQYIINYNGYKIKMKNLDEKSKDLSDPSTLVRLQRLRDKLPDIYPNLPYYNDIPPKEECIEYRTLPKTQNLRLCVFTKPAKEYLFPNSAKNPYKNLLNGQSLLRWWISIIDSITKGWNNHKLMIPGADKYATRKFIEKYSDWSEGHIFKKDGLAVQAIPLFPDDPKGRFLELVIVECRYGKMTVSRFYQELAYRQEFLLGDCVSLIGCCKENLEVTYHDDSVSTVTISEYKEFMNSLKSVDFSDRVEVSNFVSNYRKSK
Tat transport: E. coli Tat transport inhibition | inhibition, % at 10 µM | 0.036% of 340,000 active | E. coli MC4100 TorA-mCherry Tat export, fluorescence;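 active = mean replicate inhibition at least 50% and at least half of replicates individually reaching 50%; inconclusive = only one of the two criteria met; inactive = neither criterion met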;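 also: exported cargo escapes ClpAP degradation while cytoplasmic cargo is degraded and loses fluorescence; 0% = median of neutral control wells and 100% = median of NaSCN control wells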
CAL PDZ FP-2: CAL PDZ (human) peptide binding inhibition; inhibition, % at 24.9 µM; purified CAL PDZ, TMR-peptide fluorescence polarization, 1 h; 0.92% of 300,000 active; AID 602252;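 active = mean inhibition of at least 30% with at least half of replicates also reaching 30%; inconclusive = no clear call, values can overlap the other calls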;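 also: 0% = DMSO neutral control and 100% = excess unlabeled competitor peptide PRC23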
* hit, by the source's call; ? = inconclusive; nt = no result given.

SMILES	CDK5 p35 inh	Wnt act	V-ATPase pHluor	CAL PDZ FP-1	RTF Ca sens act	dFosB activator	MITF act	Rtt109 Vps75	Tat transport	CAL PDZ FP-2
COc1cc2nc(CN3CCN(S(=O)(=O)c4c(F)cccc4F)CC3)[nH]c(=O)c2cc1OC	1.7	11.5	0.1	-0.5	-1.1	-6.9	2.1	-3.4	-2.8	9.2
CC1(c2ccc(OC(F)F)cc2)NC(=O)N(CC(=O)c2ccc3c(c2)OCO3)C1=O (stereo unspecified)	-0.9	3.0	-4.1	-3.2	-7.8	-0.1	-7.2	5.1	3.3	-4.4
COc1cc(CCC(=O)N2CCN(S(=O)(=O)c3ccc(C)cc3)CC2)cc(OC)c1OC	2.3	-1.2	1.2	-1.7	-2.0	-6.0	3.2	4.6	0.8	5.3
Cc1nc(SCC(=O)O)c(C#N)c(C)c1CC(=O)c1ccccc1	0.6	-1.1	-0.4	0.0	nt	-0.6	5.7	24.9	-7.9	-20.3
Cc1cccc(C2(c3cccc(C)c3)OC(=O)c3ccccc32)c1	0.7	-1.8	4.7	0.0	-4.0	-4.1	-1.4	-6.1	-7.0	-3.4
CC(=O)c1ccc(N2CCN(c3ccc4cc(S(=O)(=O)N5CCC(C)CC5)ccc4n3)CC2)cc1	0.5	-0.5	1.7	-5.1	4.8	4.5	-28.1	-1.4	-8.3	16.5
O=C(CN1CCOCC1)Nc1cccc(Cl)c1Cl	-3.1	nt	2.6	-0.8	-2.1	8.8	0.1	0.9	22.1	-3.1
O=C(c1ccco1)N1CCN(c2ncnc3c2oc2ccccc23)CC1	-1.1	nt	nt	-3.4	-2.0	-27.8	nt	12.5	0.9	-2.5
CC(=O)NS(=O)(=O)c1ccc(NS(=O)(=O)c2ccccc2[N+](=O)[O-])cc1	-4.6	2.3	0.4	-2.3	3.4	-0.1	1.2	-20.0	-6.6	-15.3
CCOC(=O)Cc1csc(NC(=O)c2csc3c2CCCC3)n1	-0.9	nt	-0.3	nt	-3.6	-12.2	28.9	-3.9	-8.6	-0.3
O=C(Cc1c[nH]c2ccccc12)NCc1cccs1	-0.4	-3.0	-0.3	-0.2	5.2	5.1	7.0	-1.5	-9.1	-3.2
O=c1[nH]c2cccnc2c2ccsc12	1.1	0.0	-1.5	-0.2	11.6	-14.8	15.5	-4.3	-2.5	-2.4
O=c1c2ccccc2nc(/C=C/c2cccnc2)n1Cc1ccccc1	0.6	-4.6	0.6	26.4	-3.9	-9.3	-7.5	3.0	-1.4	-8.9
O=C(CCC(=O)NC1CCN(Cc2ccccc2)CC1)NCc1ccco1	-1.8	nt	-0.2	-0.2	-0.2	4.4	1.4	-11.7	-12.3	nt
O=C(O)c1cc(O)ccc1O	0.0	2.5	5.5	-0.3	-0.2	-3.7	16.0	-8.4	3.7	-3.9
Nc1ncnc2c1ncn2C1OC(CO)C(O)C1O (stereo unspecified)	4.4	-0.2	5.3	0.0	1.8	-3.8	10.4	-4.8	-11.5	-1.4
Cc1ccccc1Nc1nc(N)nc(CN2CCN(C(=O)c3ccccc3)CC2)n1	-1.5	-0.8	-3.6	-0.4	-6.9	-4.7	6.2	6.6	2.3	-0.9
Cc1ccc(S(=O)(=O)N[C@H](C(=O)OCC(=O)NC(=O)Nc2ccc3c(c2)OCCO3)C(C)C)cc1	0.0	nt	-0.6	0.0	1.9	-6.4	2.1	19.0	11.8	2.0
Cc1nnc(SCc2cccc(Oc3ccccc3)c2)n1N	0.2	nt	-4.7	nt	-2.6	-5.1	-14.8	-9.6	-3.2	-0.7
CCN(Cc1ccccc1)S(=O)(=O)c1ccc(C(=O)N(CCCN(C)C)c2nc3cc4c(cc3s2)OCO4)cc1	0.2	2.2	4.5	-1.2	-0.1	?	-92.6	11.6	21.8	-0.8
Fc1ccccc1CSc1nncn1NC/C=C/c1ccccc1	1.3	26.7	-0.2	nt	-4.1	0.6	1.4	-3.7	-2.5	11.4
Fc1ccc(-n2c(Cn3nnc4ccccc43)n[nH]c2=S)cc1	-2.6	-1.9	-2.7	-0.2	6.4	1.4	-5.8	8.0	-9.8	nt
COc1ccc(-c2nnc(SCC(=O)Nc3cccnc3Cl)n2C)cc1	-2.8	0.6	-0.5	-1.4	-0.2	-9.9	-6.5	-14.3	2.1	2.1
Cc1ccc(CC2CC(=O)N(c3cc(Cl)ccn3)C2=O)cc1 (stereo unspecified)	1.3	0.9	-1.0	0.7	14.3	-6.8	nt	-3.9	15.5	nt
O=C(Cn1nc(-c2ccccc2)ccc1=O)Nc1ccc(N2CCN(C(=O)c3cccs3)CC2)cc1	0.0	-0.1	0.4	-1.3	1.1	-14.7	-7.6	9.5	-9.0	-1.9
Next section:
SMILES	CDK5 p35 inh	Wnt act	V-ATPase pHluor	CAL PDZ FP-1	RTF Ca sens act	dFosB activator	MITF act	Rtt109 Vps75	Tat transport	CAL PDZ FP-2
Cc1ccc(C)c(N2CCN(C(=O)CCc3nc(-c4ccccc4Cl)no3)CC2)c1	0.2	0.2	-4.4	0.8	-5.6	-14.0	-3.7	4.0	22.0	-2.2
C=CCNC(=S)N1CCN(c2ccc([N+](=O)[O-])cc2)CC1	nt	17.9	0.4	-1.3	-1.2	-5.0	-3.4	13.5	2.0	-8.1
CCc1cc(C(=O)N2CCCC(Nc3ccc(F)c(F)c3)C2)n(C)n1 (stereo unspecified)	0.1	0.4	-1.4	-2.1	1.3	-6.4	0.9	-5.5	-6.9	-2.4
CN1CCN(c2nc(C#N)cc(-c3ccccc3)n2)CC1	1.2	nt	-3.1	-0.8	-0.2	-5.5	-7.8	-3.0	4.3	-0.9
Cc1nn(C)c(C(=O)N/N=C/c2cc3c(cc2Br)OCO3)c1Br	-1.3	nt	-0.2	0.7	0.5	-9.2	9.7	2.4	0.0	-1.1
Cc1ccc(CCc2nnc(SCC(=O)Nc3cccc(Cl)c3)n2-c2ccccc2)o1	1.2	-4.0	5.2	0.1	-1.5	-8.3	-13.2	-4.2	-2.8	-8.4
Cc1cc(-c2nnc(CCC(=O)NCC(C)c3ccccc3)o2)no1 (stereo unspecified)	0.3	0.5	0.8	-2.1	2.8	5.2	-4.3	-1.0	2.2	-4.9
O=C(c1ccc(Cl)cc1)N(Cc1ccccc1F)N1C(=O)CCCC1=O	0.5	7.5	1.9	-2.5	-3.5	-3.2	-5.8	34.7	-1.9	-3.9
Cc1nc2scc(-c3cccs3)c2c(=O)o1	1.1	nt	1.1	-6.0	7.1	-9.7	-13.3	0.8	-0.8	-1.7
CCCCC(=O)Nc1ccc(NC(=O)c2ccc([N+](=O)[O-])cc2Cl)cc1OC	-3.5	nt	-2.7	-0.4	5.7	1.7	0.2	0.8	-3.0	-1.4
O=C(NCc1cccs1)c1ccc2c(c1)ncn2C1CCCC1	-1.5	11.1	-0.8	-0.1	2.1	-3.4	75.4	3.2	-6.6	8.2
Cc1ccccc1NCC(=O)N/N=C/c1c[nH]c2ccccc12	0.4	-1.7	-0.9	-1.3	1.3	-8.9	-3.6	3.9	-4.3	1.1
CCN(CC)S(=O)(=O)c1cccc(C(=O)Nc2cc3oc4ccccc4c3cc2OC)c1	-2.0	-5.3	-0.9	-2.1	-9.0	-10.8	8.5	-2.6	-1.5	0.5
c1ccc2nc3[nH]cnc3nc2c1	-1.3	nt	0.6	-3.1	4.0	-0.8	1.4	2.9	1.2	0.0
Cc1ccc(N2CCN(/N=C/C=C/c3ccccc3)CC2)cc1	-2.1	nt	-0.6	-2.3	-12.5	-3.2	3.1	7.7	-8.9	-4.1
O=S(=O)(c1ccccc1)N1CCC(O)(CSc2ccc(F)cc2)CC1	0.9	-14.3	-1.1	-0.2	3.1	-5.7	-21.5	-2.0	1.5	3.5
COc1ccc(CCNC(=O)C2(C)CCC(=O)N2Cc2ccc3c(c2)OCO3)cc1OC (stereo unspecified)	-0.7	1.4	0.0	-0.3	7.0	-2.1	0.7	-5.5	-2.1	nt
O=C(O)CCCn1cc(NC(=O)COc2cc(F)ccc2[N+](=O)[O-])cn1	1.2	2.0	-1.4	-2.6	4.9	4.9	1.7	4.3	1.6	1.2
Cc1cc(SCNC(=O)c2ccccc2)ncn1	-0.6	-15.3	1.1	-2.0	0.8	2.8	9.3	4.6	2.6	-1.3
COc1cc(OC)cc(C(=O)NN(CCC#N)C2=NS(=O)(=O)c3ccccc32)c1	0.4	-2.8	-1.3	-0.2	-3.2	-5.1	9.3	0.6	-0.3	5.7
O=C(NCCN1C(=O)S/C(=C/c2ccccc2)C1=O)C1CC(=O)N(Cc2ccccc2)C1 (stereo unspecified)	0.3	-0.2	4.7	0.0	7.9	-12.7	-1.4	-6.7	1.6	-3.3
O=C(Cc1ccccc1)NNC(=O)c1cccs1	1.5	1.0	3.3	-2.2	2.3	5.8	18.1	16.1	-2.4	0.1
CC1CN(C(=O)c2ccccc2)OC(c2ccc3c(c2)OCO3)O1 (stereo unspecified)	2.7	nt	1.2	-2.5	-2.3	0.7	0.5	-6.5	6.6	-1.7
COc1ccc(CC(=O)Nc2cc(S(=O)(=O)Nc3ccc(OC)cc3)ccc2OC)cc1	-0.1	-4.5	-0.1	-2.4	-2.6	0.1	-10.3	2.4	10.7	-6.1
NC(=O)c1sc2nccc(Nc3ccccc3)c2c1N	2.0	nt	-0.3	-0.7	4.3	-3.1	nt	-124.5	2.5	-2.0
CCOC(=O)c1ccc(NC(=O)c2c(N)n(C)c(=O)[nH]c2=O)cc1	-0.1	6.8	2.4	-1.2	-1.1	-11.2	38.4	9.1	-14.0	6.2
O=C(c1ccco1)N1CCN(c2ccccc2F)CC1	0.7	nt	8.0	-0.6	-0.4	0.3	15.6	3.1	13.2	0.1

Fetched by compound from above:
SMILES	CDK5 p35 inh	Wnt act	V-ATPase pHluor	CAL PDZ FP-1	RTF Ca sens act	dFosB activator	MITF act	Rtt109 Vps75	Tat transport	CAL PDZ FP-2
Fc1ccccc1CSc1nncn1NC/C=C/c1ccccc1	1.3	26.7	-0.2	nt	-4.1	0.6	1.4	-3.7	-2.5	11.4
Cc1nc(SCC(=O)O)c(C#N)c(C)c1CC(=O)c1ccccc1	0.6	-1.1	-0.4	0.0	nt	-0.6	5.7	24.9	-7.9	-20.3
Cc1ccc(CC2CC(=O)N(c3cc(Cl)ccn3)C2=O)cc1 (stereo unspecified)	1.3	0.9	-1.0	0.7	14.3	-6.8	nt	-3.9	15.5	nt
O=S(=O)(c1ccccc1)N1CCC(O)(CSc2ccc(F)cc2)CC1	0.9	-14.3	-1.1	-0.2	3.1	-5.7	-21.5	-2.0	1.5	3.5
